tuberculosis growth – growth inhibition of non-replicating M. tuberculosis (AID 488890) | Mycobacterium tuberculosis non-replicating, growth inhibition; higher % means a stronger effect | one-dose inhibition, % at 25 µM; IC50 in µM for titrated hits | actives 0.39% (n = 320,000); in the data active = a potency from the dose series; inconclusive = inhibition mostly from about 82% at the one dose, without a potency; inactive = the rest, 99 in 100 with inhibition below about 76%;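 also: plate controls were DMSO cells for no effect and high antibiotic wells for full effect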
M. tuberculosis HTS – M. tuberculosis growth inhibition, HTS (AID 449762) | M. tuberculosis H37Rv growth inhibition, 7H9 media; higher % means a stronger effect | inhibition, % at 25 µM, or IC50 in µM where a hit was titrated | actives 0.59% (n = 330,000); in the data active = a potency from the dose series; inconclusive = inhibition above about 70% without an active follow-up result;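 also: bacterial growth assessed after seven days of incubation; strong numbers were not always called active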
Salmonella PhoP GFP – PhoP regulon inhibitors, Salmonella typhi PhoP promoter GFP reporter, confirmatory (AID 1850); Salmonella Typhi PhoP-promoter GFP reporter, fluorescence, 4 h; higher % means a stronger effect; one-dose inhibition, % at 50 µM; IC50 in µM for titrated hits; actives 0.33% (n = 310,000); in the data active = a potency from the dose series; inconclusive = inhibition mostly from about 25% at the one dose, without a potency; inactive = the rest, 99 in 100 with inhibition below about 19%;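 also: 0% = induced wells with vehicle and 100% = uninduced wells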
influenza NS1A – H1N1 influenza NS1A inhibitors, functional cell based assay (AID 504329) | NS1A functional cell-based assay, percent inhibition; higher % means a stronger effect | inhibition, % at 12.5 µM; hits with a dose series show IC50 in µM | actives 0.3% (n = 340,000); in the data active = a potency from the dose series; inconclusive = inhibition above about 27% without an active follow-up result; also: strong numbers were not always called active
inhibitors of VEEV – inhibitors of VEEV TC-83 cytopathic effect, confirmation, Vero cells (AID 588727); Vero cells, VEEV TC-83 cytopathic effect inhibition; higher % means a stronger effect; inhibition, % at 20 µM; hits with a dose series show IC50 in µM; actives 0.13% (n = 350,000); in the data active = a potency from the dose series; inconclusive = inhibition mostly from about 14% at the one dose, without a potency; inactive = the rest, 99 in 100 with inhibition below about 12%; also: strong numbers were not always called active
inhibitors of VEEV 10K pilot screen – second read-out of inhibitors of VEEV, no call of its own (marks repeat the call); inhibition, %; measured here: 10K pilot screen inhibition
* marks the source's active call; other numbers are inactive results; & = joins results of further samples.

Start of the data: the first two entries, to show the layout:
`O=C(Nc1ccc(N2CCOCC2)cc1)c1ccc2nc(-c3ccco3)c(-c3ccco3)nc2c1` gave tuberculosis growth -4%, M. tuberculosis HTS 6%, Salmonella PhoP GFP -6%, influenza NS1A 5% and inhibitors of VEEV 3.4%.
Screening Nc1nc(SCC(=O)NCc2ccc(F)cc2)[nH]c(=O)c1NC(=O)c1ccc(Cl)cc1 returned tuberculosis growth -2%, M. tuberculosis HTS -2%, Salmonella PhoP GFP -2%, influenza NS1A -3% and inhibitors of VEEV 1.3%.

The whole of this part, from the first entry:
`O=C(Nc1ccc(N2CCOCC2)cc1)c1ccc2nc(-c3ccco3)c(-c3ccco3)nc2c1` gave tuberculosis growth -4%, M. tuberculosis HTS 6%, Salmonella PhoP GFP -6%, influenza NS1A 5% and inhibitors of VEEV 3.4%.
Screening Nc1nc(SCC(=O)NCc2ccc(F)cc2)[nH]c(=O)c1NC(=O)c1ccc(Cl)cc1 returned tuberculosis growth -2%, M. tuberculosis HTS -2%, Salmonella PhoP GFP -2%, influenza NS1A -3% and inhibitors of VEEV 1.3%.
For Cc1ccc(NC(=O)CCn2c(=O)c3cccn3c3ccccc32)cc1C the results were tuberculosis growth 14%, M. tuberculosis HTS 0%, Salmonella PhoP GFP -3%, influenza NS1A 0% and inhibitors of VEEV 4.4%.
c1ccc(Nc2cccc(Nc3ccccc3)c2)cc1 was read as tuberculosis growth 60%, M. tuberculosis HTS 13%, Salmonella PhoP GFP -11%, influenza NS1A 10% and inhibitors of VEEV inactive.
O=C(c1ccccc1)N1CCC(=O)N(C(CO)Cc2ccccc2)CC1 (stereo not given) was read as tuberculosis growth -2%, M. tuberculosis HTS -2%, Salmonella PhoP GFP -26%, influenza NS1A -13% and inhibitors of VEEV 0.1%.
For COc1ccc2c(c1)c1nnc(SCC(=O)N3C(C)CCCC3C)nc1n2C (stereo not given) the results were tuberculosis growth 23%, M. tuberculosis HTS -1%, Salmonella PhoP GFP 3%, influenza NS1A 6% and inhibitors of VEEV 8.5%.
CCc1ccc(C2C3=C(CCCC3=O)OC3=C2C(=O)CCC3)cc1 was read as tuberculosis growth 36%, M. tuberculosis HTS 10%, Salmonella PhoP GFP -4%, influenza NS1A 2% and inhibitors of VEEV 0.0%.
`CCOC(=O)C1CCCN(Cc2nc(N)nc(Nc3ccc(C)cc3)n2)C1` (stereo not given) gave tuberculosis growth 44%, M. tuberculosis HTS 50%, Salmonella PhoP GFP 1%, influenza NS1A 10% and inhibitors of VEEV inactive.
`CSc1nsc(SCC(=O)NCc2ccccc2)n1` gave tuberculosis growth inconclusive, M. tuberculosis HTS 26%, Salmonella PhoP GFP -4%, influenza NS1A 0% and inhibitors of VEEV 0.1%.
For Cc1c(OC(C)C(=O)NCc2cccnc2)ccc2c3c(c(=O)oc12)CCCC3 (stereo not given) the results were tuberculosis growth 24%, M. tuberculosis HTS inconclusive, Salmonella PhoP GFP 14%, influenza NS1A -7% and inhibitors of VEEV 7.0%.
For COC(=O)c1sc(-c2ccccc2)cc1NC(C)=O the results were tuberculosis growth -4%, M. tuberculosis HTS -4%, Salmonella PhoP GFP 3%, influenza NS1A -9% and inhibitors of VEEV 0.9%.
O=C(Cn1c(=O)oc2cccnc21)Nc1ccc(C(F)(F)F)cc1 was read as tuberculosis growth -14%, M. tuberculosis HTS -9%, Salmonella PhoP GFP 4% and inhibitors of VEEV 7.1%.
Screening Cc1ccc(-n2c(Cc3cccn3C)nnc2SCC(=O)NCc2ccc3c(c2)OCO3)cc1 returned tuberculosis growth 21%, M. tuberculosis HTS 7%, Salmonella PhoP GFP -1%&-6%, influenza NS1A 6% and inhibitors of VEEV 7.1%.
For COC(=O)[C@@]12CCCCN1[C@H](c1ccc(-c3ccc(Cl)c(Cl)c3)c(OC)c1)[C@H]1C(=O)N(C)C(=O)[C@H]12 the results were tuberculosis growth 9%, M. tuberculosis HTS 14%, influenza NS1A -18% and inhibitors of VEEV 2.8%.
For C=CCn1cccc(C(=O)Nc2cc(OC)ccc2OC)c1=O the results were tuberculosis growth 5%, M. tuberculosis HTS 6%, Salmonella PhoP GFP -5%, influenza NS1A 2% and inhibitors of VEEV 1.5%.
Screening COc1cccc(C2CC(c3ccc(F)cc3)Nc3nc(N)nn32)c1 (stereo not given) returned tuberculosis growth -1%, M. tuberculosis HTS -6%, Salmonella PhoP GFP -9%, influenza NS1A 0% and inhibitors of VEEV 1.1%.
`O=C(Nc1ccc(F)cc1)C1CCN(S(=O)(=O)c2cccc3nonc23)CC1` gave tuberculosis growth -1%, M. tuberculosis HTS -8%, Salmonella PhoP GFP -13%, influenza NS1A -2% and inhibitors of VEEV inactive.
Screening CCOc1ccccc1N1CCN(CC(=O)N(CC(C)C)c2c(N)n(CC(C)C)c(=O)[nH]c2=O)CC1 returned tuberculosis growth 10%, M. tuberculosis HTS 4%, Salmonella PhoP GFP 0%, influenza NS1A 1% and inhibitors of VEEV inactive.
`CCOc1ccc(Nc2nc(-c3cccnc3)cs2)cc1` gave tuberculosis growth 56%, M. tuberculosis HTS 4%, Salmonella PhoP GFP -2%, influenza NS1A -5% and inhibitors of VEEV 2.2%.
`Cc1ccc(NC(=O)C(=O)NC(C)C2COc3ccccc3O2)cc1` (stereo not given) gave tuberculosis growth -4%, M. tuberculosis HTS 4%, Salmonella PhoP GFP -1%, influenza NS1A 6% and inhibitors of VEEV 3.2%.
Screening O=C(CSc1nc2ccccc2s1)Nc1ncccn1 returned tuberculosis growth inconclusive, M. tuberculosis HTS 9%, Salmonella PhoP GFP -1%, influenza NS1A -3% and inhibitors of VEEV 0.4%.
`O=c1cc(O)c2sc3nc(C(F)(F)F)c4c(c3c2[nH]1)CCCCC4` gave tuberculosis growth 33%, M. tuberculosis HTS -4%, Salmonella PhoP GFP -2%, influenza NS1A 1% and inhibitors of VEEV 1.2%.
Cc1ccc(C2(C)NC(=O)N(CC(=O)Nc3cc(S(=O)(=O)N(C)C)ccc3C)C2=O)cc1 (stereo not given) was read as tuberculosis growth -8%, M. tuberculosis HTS 5%, Salmonella PhoP GFP -5%, influenza NS1A 7% and inhibitors of VEEV 0.6%.
Cc1c(C(=O)Nc2ccc3c(c2)OCO3)sc2ncn(CC(=O)N3CC(C)CC(C)C3)c(=O)c12 (stereo not given) was read as tuberculosis growth -11%, M. tuberculosis HTS -2%, Salmonella PhoP GFP 2%, influenza NS1A 2% and inhibitors of VEEV 1.8%.
Cc1ccc(S(=O)(=O)N2CCN(C(=O)COC(=O)CNC(=O)c3ccc(C(C)(C)C)cc3)CC2)c(C)c1 was read as tuberculosis growth 14%, M. tuberculosis HTS -5%, influenza NS1A -5% and inhibitors of VEEV inactive.
For CC1Cc2nc(SCC(=O)NCC3CCCO3)n(Cc3ccccc3)c(=O)c2S1 (stereo not given) the results were tuberculosis growth 14%, M. tuberculosis HTS 10%, Salmonella PhoP GFP 18%, influenza NS1A 0% and inhibitors of VEEV inactive.
Screening Cc1ccc(-c2c[n+](CC(=O)Nc3ccc(C)cc3C)c3n2CCC3)cc1 returned tuberculosis growth 45%, M. tuberculosis HTS 35%, Salmonella PhoP GFP 14%, influenza NS1A -17% and inhibitors of VEEV inactive.
Screening N#CCCN(C(=O)COC(=O)c1ccc(S(=O)(=O)Nc2ccccc2)cc1)c1ccccc1 returned tuberculosis growth -8%, M. tuberculosis HTS 3%, Salmonella PhoP GFP -4%, influenza NS1A -4% and inhibitors of VEEV 1.2%.
Screening O=C1Nc2c(Br)cc(Br)cc2C1(O)N1CCOCC1 (stereo not given) returned tuberculosis growth 9%, M. tuberculosis HTS 4%, Salmonella PhoP GFP -4%, influenza NS1A 5% and inhibitors of VEEV 9.2%.
`CC1CC(C)CN(S(=O)(=O)c2ccc(F)c(C(=O)Nc3ccc(Cl)cc3F)c2)C1` (stereo not given) gave tuberculosis growth -11%, M. tuberculosis HTS 9%, Salmonella PhoP GFP -5%, influenza NS1A -15% and inhibitors of VEEV 0.2%.
Screening CN1CCC(NC(=O)c2cccs2)CC1 returned tuberculosis growth -15%, M. tuberculosis HTS -13%, Salmonella PhoP GFP 8%, influenza NS1A 0% and inhibitors of VEEV 7.5%.
For CCc1ccc(/C(C)=N/NC(=O)c2ccc(-n3cnnn3)cc2)cc1 the results were tuberculosis growth 10%, M. tuberculosis HTS -14%, influenza NS1A -13% and inhibitors of VEEV 5.2%.
Screening CCN(c1ccccc1)S(=O)(=O)c1ccc2c(c1)C(C)(C)C(=O)N2C returned tuberculosis growth 5%, M. tuberculosis HTS -7%, Salmonella PhoP GFP 0%, influenza NS1A 0%, inhibitors of VEEV 7.0% and inhibitors of VEEV 10K pilot screen 1.3.
NC1(C(=O)O)CCCCC1c1ccccc1 (stereo not given) was read as influenza NS1A -7% and inhibitors of VEEV 0.3%.
Screening Cc1ccc2c(c1)N(CC(=O)N(Cc1ccc3c(c1)OCO3)CC1CCCO1)C(=O)C(C)O2 (stereo not given) returned tuberculosis growth 34%, M. tuberculosis HTS -3%, Salmonella PhoP GFP -5%, influenza NS1A 6%, inhibitors of VEEV 0.4% and inhibitors of VEEV 10K pilot screen 7.1.
COc1cc(NC(=O)CCCSc2nc(-c3ccco3)cc(C(F)(F)F)n2)cc(OC)c1OC was read as tuberculosis growth 27%, M. tuberculosis HTS 1%, Salmonella PhoP GFP 3%, influenza NS1A 5% and inhibitors of VEEV 11%.
Screening Cc1ccc(S(=O)(=O)N2CCC(C(=O)OC(C)C(=O)N(C)c3ccccc3)CC2)cc1C (stereo not given) returned tuberculosis growth 36%, M. tuberculosis HTS -2%, influenza NS1A -4% and inhibitors of VEEV 6.3%.
`CN(C)Cc1ccccc1Cc1ccccc1` gave tuberculosis growth -4%, M. tuberculosis HTS 5%, Salmonella PhoP GFP 2%, influenza NS1A 22% and inhibitors of VEEV 0.5%.
Screening N#Cc1c(-c2ccccc2Cl)c2c([nH]c1=O)-c1ccccc1OC2 returned tuberculosis growth 21%, M. tuberculosis HTS 2%, Salmonella PhoP GFP -15%, influenza NS1A -11% and inhibitors of VEEV 1.8%.
Cc1ccc(-c2[nH]ncc2C(=O)c2ccc(Br)cc2)c(O)c1 was read as tuberculosis growth 9%, M. tuberculosis HTS 6%, Salmonella PhoP GFP -13%, influenza NS1A -2% and inhibitors of VEEV 2.8%.
Screening CNc1nc(NC)c2cn[nH]c2n1 returned influenza NS1A -5% and inhibitors of VEEV 1.9%.
Screening N=C1c2ccccc2CN1NC(=O)c1ccc(Br)o1 returned tuberculosis growth -7%, M. tuberculosis HTS -2%, Salmonella PhoP GFP 11%, influenza NS1A -2% and inhibitors of VEEV 1.7%.
Screening NC(=O)CC[C@H](NC(=O)c1ccc(F)cc1)C(=O)OCC(=O)NCc1ccc2c(c1)OCO2 returned tuberculosis growth 3%, M. tuberculosis HTS -4%, influenza NS1A -17% and inhibitors of VEEV 1.0%.
For COc1c(C(C)C)cc(NC(C)=O)cc1C(C)C the results were tuberculosis growth -3%, M. tuberculosis HTS 1%, Salmonella PhoP GFP 3%, influenza NS1A -1% and inhibitors of VEEV 0.7%.
Screening Cn1ccs/c1=N\C(=O)Nc1ccccc1 returned tuberculosis growth -4%, M. tuberculosis HTS 5%, Salmonella PhoP GFP -6%, influenza NS1A 5% and inhibitors of VEEV 1.4%.
For Cc1onc(-c2c(Cl)cccc2Cl)c1C(=O)N1C(C)CCCC1C (stereo not given) the results were tuberculosis growth 25%, M. tuberculosis HTS 8%, Salmonella PhoP GFP 9%, influenza NS1A 10% and inhibitors of VEEV 0.9%.
For O=C1/C(=C\c2ccc(Cl)cc2Cl)N2CCC1CC2 the results were tuberculosis growth 27%, M. tuberculosis HTS -5%, Salmonella PhoP GFP 3% and inhibitors of VEEV 3.1%.
For Cc1nc2sccn2c(=O)c1S(=O)(=O)NC(C)c1ccccc1 (stereo not given) the results were tuberculosis growth -11%, M. tuberculosis HTS -11%, Salmonella PhoP GFP -6%, influenza NS1A -6% and inhibitors of VEEV inactive.

Retrieved one by one from above:
`Cc1ccc(NC(=O)C(=O)NC(C)C2COc3ccccc3O2)cc1` (stereo not given) gave tuberculosis growth -4%, M. tuberculosis HTS 4%, Salmonella PhoP GFP -1%, influenza NS1A 6% and inhibitors of VEEV 3.2%.
Screening NC(=O)CC[C@H](NC(=O)c1ccc(F)cc1)C(=O)OCC(=O)NCc1ccc2c(c1)OCO2 returned tuberculosis growth 3%, M. tuberculosis HTS -4%, influenza NS1A -17% and inhibitors of VEEV 1.0%.

High-throughput results from PubChem BioAssay.
